Bioassay records: PubChem, National Center for Advancing Translational Sciences (NCATS)
GALK inh: galactokinase (human) inhibition; P51570; Purified GALK, Kinase-Glo residual ATP luminescence; Potency, µM (series often up to 57.5 µM), without a hit: at the highest dose activity change, negative = inhibition, most hits filed as inhibitors; 270,000 compounds, 0.007% hits; note: potency is the fitted concentration of half-maximal effect; % is set by controls: 0 for no effect and ±100 for the full control effect
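5 nM enzyme, 35 uM ATP, 100 uM galactose, 20 mM HEPES pH8.0, 5 mM MgCl2; 1 h RT; residual ATP by Kinase-Glo Plus luminescence, qHTS format.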
TSG101-PTAP inh: blocks PTAP/TSG101 interaction to inhibit HIV-1 budding. Q99816. Fluorescence polarization, FITC-PTAP peptide / Tsg101 binding. Potency, µM (highest dose often 115 µM), for the others: at the highest dose activity change, negative = inhibition, most hits filed as inhibitors. 340,000 tested, under 10 active; active = well fitted inhibition curve with a large enough effect in the main read-out, with a control signal flat, not every such curve was filed as active; inconclusive = small, poorly fitted or top-dose-only effect, or effect the other way, or a change in a side signal; inactive = no such curve, though single readings can be large or run the other way; note: potency is the fitted concentration of half-maximal effect; % of control where 0% means no effect
Target sequence (Q99816 whole entry, looked up): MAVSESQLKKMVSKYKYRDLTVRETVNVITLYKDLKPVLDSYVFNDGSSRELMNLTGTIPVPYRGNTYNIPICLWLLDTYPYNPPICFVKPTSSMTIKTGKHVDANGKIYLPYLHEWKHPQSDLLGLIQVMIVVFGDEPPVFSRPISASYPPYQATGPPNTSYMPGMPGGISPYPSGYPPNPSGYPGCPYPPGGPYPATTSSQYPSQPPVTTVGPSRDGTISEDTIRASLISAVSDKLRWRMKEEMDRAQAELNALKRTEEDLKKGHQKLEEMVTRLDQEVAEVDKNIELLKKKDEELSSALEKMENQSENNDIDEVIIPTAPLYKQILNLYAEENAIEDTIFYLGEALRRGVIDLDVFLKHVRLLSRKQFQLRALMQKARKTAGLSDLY
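Tsg101 binding domain (10 uM final) was mixed with compound and a FITC-labeled PTAP peptide (50 nM final) in HEPES pH 7.5 buffer with NaCl, Tween 20, EDTA and TCEP; fluorescence polarization was read after 20 min at r.t.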
Integrin act MD: integrin-mediated muscular dystrophy alleviation activation. alpha7betagal myoblasts, beta-gal FDG fluorescence, 48 h. Potency, µM (doses to about 38.3 µM), without a hit: at the top dose activation, usual class: activators. 350,000 compounds, 0.064% hits;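 note: potency is the fitted concentration of half-maximal effect; 100% = response of the positive control SU9516; nearly all actives have a fitted effect of over 60% in size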
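alpha7betagal+/- myoblasts (passage 13, 250/well) treated 48 h at 37C with compounds at 1:260 dilution of DMSO stock. Lysed, then beta-galactosidase activity read as FDG fluorescence (ex 480/em 540) after 30 min, with pre-read for autofluorescence.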
S-ASM inh: blocks human secretory acid sphingomyelinase; 340,000 compounds, 0.006% hits; Potency, µM (series often up to 57.5 µM), for the others: at the top dose activity change, negative = inhibition, most hits filed as inhibitors; AID 504937; placental ASM, HMU-PC fluorogenic substrate, 60 min; note: potency is the fitted concentration of half-maximal effect
Target sequence (P17405 47-631 limits assumed): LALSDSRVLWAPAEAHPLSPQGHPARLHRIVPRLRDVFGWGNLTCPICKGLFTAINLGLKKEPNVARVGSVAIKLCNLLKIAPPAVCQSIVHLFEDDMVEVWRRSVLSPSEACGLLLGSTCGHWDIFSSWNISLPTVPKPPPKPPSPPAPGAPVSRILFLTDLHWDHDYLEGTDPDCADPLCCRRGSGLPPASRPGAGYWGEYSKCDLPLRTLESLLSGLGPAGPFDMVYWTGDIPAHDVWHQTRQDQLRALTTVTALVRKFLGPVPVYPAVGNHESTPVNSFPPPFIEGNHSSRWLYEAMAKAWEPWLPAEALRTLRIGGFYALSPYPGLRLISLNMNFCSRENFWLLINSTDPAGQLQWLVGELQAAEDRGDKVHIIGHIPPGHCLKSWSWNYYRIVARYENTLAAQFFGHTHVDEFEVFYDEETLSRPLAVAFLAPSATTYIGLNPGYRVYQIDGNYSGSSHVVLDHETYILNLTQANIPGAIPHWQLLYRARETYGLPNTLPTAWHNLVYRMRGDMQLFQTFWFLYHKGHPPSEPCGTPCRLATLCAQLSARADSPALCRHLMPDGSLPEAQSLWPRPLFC
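Steps: dispense placental human ASM, pin compound, wait 10 min at room temperature, add HMU-PC0 substrate at 9 uM final, incubate 60 min at 37 °C, add stop solution raising pH to 10, read fluorescence.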
B2AR arrestin: beta2AR (human) beta-arrestin recruitment activity; beta-arrestin recruitment to beta2AR, cell-based reporter; Potency, µM (highest dose often 46.1 µM), without a hit: at the highest dose activation, most hits filed as activators; 330,000 compounds, 0.02% hits;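 note: potency is the fitted concentration of half-maximal effect; 0% = DMSO controls and full agonism = EC100 isoproterenol or metaproterenol; nearly all actives have a fitted effect of over 65% in size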
Menin-MLL TR inh: menin-MLL binding inhibition, Texas Red mutant peptide; O00255; AID 1768; Potency, µM (highest dose often 61.6 µM), for the others: at the highest dose FP activity change, negative = inhibition, most hits filed as inhibitors; Menin + Texas Red MLL mutant peptide, fluorescence polarization; 270,000 compounds, 0.23% hits; active = well fitted inhibition curve with a large enough effect in the polarisation, with a control signal flat, not every such curve was filed as active; inconclusive = small, poorly fitted or top-dose-only effect, or effect the other way, or a change in a side signal; inactive = no such curve, though single readings can be large or run the other way; the % refers to the polarisation; note: potency is the fitted concentration of half-maximal effect; % of control where 0% means no effect; many of its hits are not listed in these tables
Tb PFK inh: T. brucei PFK enzyme inhibition; O15648; T. brucei PFK, ADP-Glo luminescence; Potency, µM (top dose mostly 57.5 µM), for the others: at the top dose activity, negative = inhibition, usual class: inhibitors; 330,000 compounds, 0.17% hits;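 note: potency is the fitted concentration of half-maximal effect; 0% = uninhibited 1x PFK enzyme wells and -100% = no-enzyme wells; nearly all actives have a fitted effect of over 60% in size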
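1.25 nM PFK with 0.5 mM F6P and 0.1 mM ATP in 0.1 M TEA pH 8.0, 5 mM MgCl2, incubated 45 min at room temperature; ADP measured by ADP-Glo luminescence; compounds titrated up to 57 uM.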
Giardia kill: Giardia lamblia killing; Giardia lamblia trophozoite viability; activity change, % at 7.66 µM, hits read low; 340,000 compounds, 0.15% hits; in the data active = activity change below about -80%; inconclusive = between about -30% and that limit;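 note: parasites exposed to compound for two days anaerobically before the ATP read; % is set by controls: 0 for no effect and ±100 for the full control effect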
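Luminescent ATP signal served as the viability read-out, measured 15-30 min after adding ATP detection reagent to trophozoites that had been incubated with compounds for 48 hrs at 37 deg C anaerobically at 100 cells/well.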
PKM2 act: increases activity of human pyruvate kinase M2. purified PKM2, Kinase-Glo ATP luminescence, activation; response scale: 0% is enzyme alone, no compound. 260,000 compounds, 0.34% hits. P14618. AID 1631. Potency, µM (highest dose often 57.5 µM), without a hit: at the highest dose activation, most hits filed as activators; note: potency is the fitted concentration of half-maximal effect; % is set by controls: 0 for no effect and ±100 for the full control effect; nearly all actives have a fitted effect of over 55% in size
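Kinase-Glo luminescence reports ATP generated from ADP (0.1 mM) and PEP (0.5 mM) by purified hPK-M2 after 1 h at room temperature, pH 7.2 imidazole buffer; intermediate enzyme activity allows detecting inhibitors and activators.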
Chronic BCR inh: chronic active BCR signaling inhibition | AID 493014 | Potency, µM (top dose mostly 46.1 µM), for inactives: top-dose ratio change, negative = lower green/red ratio, most hits filed as inhibitors | 340,000 compounds, 0.05% hits | ABC-DLBCL IkBa-CBG/CBR reporter, luminescence ratio, 4 h; active = well fitted inhibition curve with a large enough effect in the signal ratio, with a control signal flat, not every such curve was filed as active; inconclusive = small, poorly fitted or top-dose-only effect, or effect the other way, or a change in a side signal; the % refers to the signal ratio;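 note: potency is the fitted concentration of half-maximal effect; plate controls were basal doxycycline-induced cells for no effect and cells given 10 µM MG132 for full effect; MG132 reads +100%, hits lower the ratio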
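TMD8 human ABC-DLBCL cells with doxycycline-inducible IκBα–green luciferase fusion and unfused red luciferase, in 0.5% FBS medium; compounds up to 46 uM, 4 h at 37C. Green/red luminescence ratio, filter-overlap corrected, fitted to concentration-response curves.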
FBPA coupling cs: coupling enzyme interference in Giardia aldolase counter-screen. coupling enzyme system counterscreen, AmpLite Red fluorescence. activity change, negative = inhibition, % at 58.2 µM, hits read low. 290,000 compounds, 0.67% hits. AID 2472; in the data active = activity change below about -30%; note: % is set by controls: 0 for no effect and ±100 for the full control effect
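Counterscreen of the coupled detection system alone, without aldolase: glyceraldehyde-3-phosphate coupling enzymes plus AmpLite Red readout. Compounds at 57.5 uM final, 10 min RT preincubation, 20 min RT reaction, fluorescence 525/598 nm.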
Numbers without * were called inactive; [ ] = dose if it differs, or a comment. Unless noted, calls come from the whole dose curve; as a rule, active = well fitted curve in the direction sought with a large enough effect; inconclusive = small, poorly fitted or top-dose-only effect, or another doubt; inactive = no such curve, though single readings can be large; an effect the other way counts as inactive or inconclusive. This is a subset. The share of hits here may be higher or lower than overall.

COc1ccc(N2CCN(C(c3cc(OC)ccc3OC)c3nnnn3Cc3ccco3)CC2)cc1 (stereo unspecified) was read as GALK inh 4%, TSG101-PTAP inh -10%, Integrin act MD 4%, S-ASM inh -9%, B2AR arrestin -0.1%, Menin-MLL TR inh -16%, Tb PFK inh -13%, Giardia kill 1, PKM2 act -1%, Chronic BCR inh -9% and FBPA coupling cs -7.
`CCCCn1c(CCC(=O)O)nc2cc(S(=O)(=O)N(C)C)ccc21` gave GALK inh 7%, TSG101-PTAP inh -1%, Integrin act MD 11%, S-ASM inh 4%, B2AR arrestin 0.1%, Menin-MLL TR inh 12%, Tb PFK inh 1%, Giardia kill 10, PKM2 act -2%, Chronic BCR inh 8% and FBPA coupling cs 2.
COc1ccc(CN2C(=O)NC3(CCCCC3)C2=O)cc1F was read as GALK inh 3%, TSG101-PTAP inh -4%, Integrin act MD -6%, S-ASM inh -1%, B2AR arrestin 0.1%, Menin-MLL TR inh 4%, Tb PFK inh 0%, Giardia kill 11, PKM2 act 1%, Chronic BCR inh 9% and FBPA coupling cs 0.
`N/C(=N\OC(=O)COc1ccc(Cl)cc1Cl)c1ccncc1` gave GALK inh 10%, TSG101-PTAP inh -11%, Integrin act MD -19%, S-ASM inh 1%, B2AR arrestin -0.3%, Menin-MLL TR inh 4%, Tb PFK inh -2%, Giardia kill -3, PKM2 act 0%, Chronic BCR inh inconclusive and FBPA coupling cs -3.
O=C(NCC1CCCCC1)c1cc(S(=O)(=O)N2CCOCC2)ccc1F was read as TSG101-PTAP inh 0%, Integrin act MD inconclusive, S-ASM inh 4%, B2AR arrestin 0.0%, Tb PFK inh -1%, Giardia kill 11 and Chronic BCR inh 2%.
O=C(CC(C(=O)O)c1ccc(F)cc1)c1ccc(Cl)cc1 (stereo unspecified) was read as GALK inh 3%, TSG101-PTAP inh -5%, Integrin act MD 21%, S-ASM inh 4%, B2AR arrestin 0.3%, Menin-MLL TR inh -13%, Tb PFK inh 1%, Giardia kill inconclusive, Chronic BCR inh 2% and FBPA coupling cs 4.
For CC(C)C[C@H](NC(=O)c1[nH]cnc1C(=O)Nc1ccc(CNC(=O)OC(C)(C)C)cc1)C(=O)OCc1ccccc1 the results were GALK inh 5%, TSG101-PTAP inh 2%, Integrin act MD -38%, S-ASM inh -5%, B2AR arrestin -0.1%, Tb PFK inh -3%, Giardia kill -20, PKM2 act 0%, Chronic BCR inh 2% and FBPA coupling cs -9.
`COCCn1c(Cc2ccccc2)nnc1SCC(=O)NC1CCCCC1` gave GALK inh -1%, TSG101-PTAP inh -5%, Integrin act MD -7%, S-ASM inh 7%, B2AR arrestin -1.2%, Menin-MLL TR inh -7%, Tb PFK inh -10%, Giardia kill 8, Chronic BCR inh -7% and FBPA coupling cs -1.
Cc1ccc(/C(N)=N/OC(=O)c2ccc3c(c2)OCO3)cc1 was read as GALK inh 1%, TSG101-PTAP inh 2%, Integrin act MD 2%, S-ASM inh 0%, B2AR arrestin -0.5%, Menin-MLL TR inh 6%, Tb PFK inh 3%, Giardia kill -3, PKM2 act -9%, Chronic BCR inh 3% and FBPA coupling cs 3.
For COCCCN=C(c1ccco1)n1c(=S)nc(-c2ccco2)n(CCCOC)c1=S the results were GALK inh 0%, TSG101-PTAP inh -9%, Integrin act MD -8%, S-ASM inh 4%, B2AR arrestin -0.1%, Menin-MLL TR inh 3%, Tb PFK inh -23%, Giardia kill 6, PKM2 act 1%, Chronic BCR inh 2% and FBPA coupling cs -33*.
For Cc1nnc(SCC(=O)Nc2nc(C(C)(C)C)cs2)s1 the results were GALK inh 2%, TSG101-PTAP inh -1%, Integrin act MD 5%[7.66 µM], S-ASM inh 6%, B2AR arrestin 0.3%, Menin-MLL TR inh -5%, Tb PFK inh -2%, Giardia kill -5, PKM2 act -2%, Chronic BCR inh 24% and FBPA coupling cs 4.
CC/C(=N\NC(=O)c1csc(C)c1C)c1cccs1 was read as GALK inh -3%, TSG101-PTAP inh -6%, Integrin act MD -29%, S-ASM inh -1%, B2AR arrestin -1.2%, Menin-MLL TR inh 4%, Tb PFK inh 6%, Giardia kill -27, PKM2 act -3%, Chronic BCR inh inconclusive and FBPA coupling cs -2.
`CCC1(CC)C(=O)N(C)C(=O)NC1=Nc1ccccc1` gave GALK inh -1%, TSG101-PTAP inh 0%, Integrin act MD 10%, S-ASM inh -1%, B2AR arrestin -0.9%, Menin-MLL TR inh -8%, Tb PFK inh -2%, Giardia kill -4, PKM2 act 0%, Chronic BCR inh 0% and FBPA coupling cs 1.
COCc1c(C(=O)Nc2cccc(S(=O)(=O)N3CCCCC3)c2)oc2ccccc12 was read as TSG101-PTAP inh -6%, Integrin act MD -40%, S-ASM inh 7%, B2AR arrestin -0.7%, Tb PFK inh 1%, Giardia kill 12 and Chronic BCR inh -2%.
Cc1cc(Br)ccc1-n1[nH]c(C)c(C=Nc2cccc3nsnc23)c1=O was read as GALK inh 3%, TSG101-PTAP inh 0%, Integrin act MD 7%, S-ASM inh -22%, B2AR arrestin -0.1%, Menin-MLL TR inh inconclusive, Tb PFK inh -6%, Giardia kill 0, PKM2 act -5%, Chronic BCR inh 6% and FBPA coupling cs -30.
`CC(=O)N1CCN(S(=O)(=O)c2ccc(S(=O)(=O)N3CCCC(C)C3)cc2)CC1` (stereo unspecified) gave GALK inh -2%, TSG101-PTAP inh -1%, Integrin act MD 18%, S-ASM inh -1%, B2AR arrestin -0.4%, Tb PFK inh -2%, Giardia kill -5, Chronic BCR inh 6% and FBPA coupling cs 2.
Cn1c(=O)[nH]c(=O)c2c1nc(N1CCCCCC1)n2CCCSc1nc2ccccc2o1 was read as GALK inh -2%, TSG101-PTAP inh -3%, Integrin act MD 19%, S-ASM inh -11%, B2AR arrestin 0.1%, Menin-MLL TR inh inconclusive, Tb PFK inh -1%, Giardia kill -6, PKM2 act 0%, Chronic BCR inh -12% and FBPA coupling cs 0.
`Cc1ccc(-c2ccc(CCC(=O)O)n2-c2ccc(O)cc2)cc1` gave GALK inh 0%, TSG101-PTAP inh 0%, Integrin act MD 2%, S-ASM inh -1%, B2AR arrestin -0.9%, Menin-MLL TR inh 34%[activator], Tb PFK inh 1%, Giardia kill -11, PKM2 act 11%, Chronic BCR inh 10% and FBPA coupling cs 10.
O=C(CCCO)N/N=C/c1ccccc1[N+](=O)[O-] was read as GALK inh 2%, TSG101-PTAP inh -5%, Integrin act MD 24%, S-ASM inh -2%, B2AR arrestin -0.9%, Menin-MLL TR inh 25%, Tb PFK inh inconclusive, Giardia kill 5, PKM2 act -8%, Chronic BCR inh 0% and FBPA coupling cs 4.
Screening NS(=O)(=O)c1ccc(CNC(=O)c2cc(=O)c3cc(Cl)ccc3o2)cc1 returned GALK inh -3%, TSG101-PTAP inh 1%, Integrin act MD -6%, S-ASM inh 4%, B2AR arrestin 0.0%, Menin-MLL TR inh 17%, Tb PFK inh -3%, Giardia kill -25, Chronic BCR inh inconclusive and FBPA coupling cs 0.
For COc1ccc(CNC(=O)c2cnn3c(C(F)F)cc(C)nc23)cc1 the results were GALK inh 0%, TSG101-PTAP inh -1%, Integrin act MD -9%, S-ASM inh 1%, B2AR arrestin 0.1%, Menin-MLL TR inh -2%, Tb PFK inh -6%, Giardia kill -4, PKM2 act 7%, Chronic BCR inh -14% and FBPA coupling cs 1.
C/C(=N\NC(=O)c1ccc(CSc2nncn2C)cc1)c1ccc(C#N)cc1 was read as GALK inh -1%, TSG101-PTAP inh 0%, Integrin act MD 4%, S-ASM inh 3%, B2AR arrestin -0.4%, Menin-MLL TR inh 20%, Tb PFK inh 0%, Giardia kill -6, PKM2 act -4%, Chronic BCR inh 0% and FBPA coupling cs 1.
`COc1ccc(CC(=O)NCC(=O)N/N=C/c2cc(Br)ccc2OC)cc1` gave TSG101-PTAP inh -2%, Integrin act MD -42%[inhibitor], S-ASM inh 109%[activator], B2AR arrestin -0.7%, Tb PFK inh 3%, Giardia kill -13, PKM2 act 4%, Chronic BCR inh -7% and FBPA coupling cs -34*.
For COc1ccccc1C1C(C(=O)c2ccc(C)o2)=C(O)C(=O)N1c1cc(C)on1 (stereo unspecified) the results were GALK inh -6%, TSG101-PTAP inh -4%, Integrin act MD 19%, S-ASM inh -1%, B2AR arrestin 0.3%, Tb PFK inh 2%, Giardia kill 14 and Chronic BCR inh inconclusive.
`O=C(CCCN1C(=O)/C(=C/c2ccccc2Cl)SC1=S)NNC(=O)c1ccncc1` gave GALK inh -2%, TSG101-PTAP inh -3%, Integrin act MD -26%, S-ASM inh -6%, B2AR arrestin -0.6%, Tb PFK inh 6%, Giardia kill 18, PKM2 act 3%, Chronic BCR inh inconclusive and FBPA coupling cs -1.
